Compound activity as filed in PubChem BioAssay.
iPSC survival up = hiPSC single-cell survival enhancement; ATPlite luminescence; 100% = ROCK inhibitor wells, 0% = DMSO; survival enhancement, % at 20 µM; actives 0.044% (n = 360,000); in the data active means survival enhancement above about 18%;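 further: cells exposed to compounds for 16 hours before the ATP read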
MC4R antag cAMP = human MC4R antagonism in cAMP assay | inhibition, % at 6.5 µM | MC4R-expressing cells, MTII-stimulated cAMP, LANCE TR-FRET | actives 0.48% (n = 360,000);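 active means inhibition above its plate's cutoff, the mean of tested wells on that plate plus 3 SD, cut at about 29% in these data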;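 further: 0% = Melanotan II alone and 100% = Melanotan II plus saturating MCL0020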
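material = U2OS cells stably expressing human melanocortin 4 receptor (MC4R) | also added = Melanotan II challenge | dosing = single nominal compound dose of 6.5 µM | detection = TR-FRET with Eu-cAMP and labeled anti-cAMP, 671 nm | replication = singlicate | timing = compound 30 min, challenge 1 h, detection 1 h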
H9c2 protect = protects H9c2 cardiomyocytes from peroxide injury | H2O2 injury protection, ATPLite, 2 h | protection from H2O2 cell death, % at 20 µM | actives 0.63% (n = 360,000) | AID 588492;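 active means compounds giving at least 50% protection of heart cells from peroxide-induced death in the single-dose screen, raw or plate-pattern-corrected value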;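 further: 0% = DMSO wells with peroxide and 100% = DMSO wells without peroxide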
ABHD5-PLIN5 inh = blocks binding of human ABHD5 to perilipin-5. actives 0.78% (n = 360,000). inhibition, % at 4 µM. Split G. princeps luciferase complementation, luminescence, 4 h;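 active means inhibition above the mean inhibition across every tested compound plus 3 SD, cut at about 22% in these data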;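 further: 0% = DMSO only wells and the 100% control is not disclosed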
Target sequence (Q00G26 whole entry, looked up): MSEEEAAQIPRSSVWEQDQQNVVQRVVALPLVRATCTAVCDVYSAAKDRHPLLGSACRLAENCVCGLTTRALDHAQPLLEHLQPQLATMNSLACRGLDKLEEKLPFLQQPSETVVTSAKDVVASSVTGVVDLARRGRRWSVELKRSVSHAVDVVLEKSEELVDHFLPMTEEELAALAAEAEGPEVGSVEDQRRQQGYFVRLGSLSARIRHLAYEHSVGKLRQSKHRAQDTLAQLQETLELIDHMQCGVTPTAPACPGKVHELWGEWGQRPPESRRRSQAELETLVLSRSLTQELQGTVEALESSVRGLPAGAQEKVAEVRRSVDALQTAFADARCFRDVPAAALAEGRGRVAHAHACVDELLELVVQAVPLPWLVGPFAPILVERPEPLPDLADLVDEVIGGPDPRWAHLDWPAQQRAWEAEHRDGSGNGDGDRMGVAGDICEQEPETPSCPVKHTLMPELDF
Target sequence (Q8WTS1 whole entry, looked up): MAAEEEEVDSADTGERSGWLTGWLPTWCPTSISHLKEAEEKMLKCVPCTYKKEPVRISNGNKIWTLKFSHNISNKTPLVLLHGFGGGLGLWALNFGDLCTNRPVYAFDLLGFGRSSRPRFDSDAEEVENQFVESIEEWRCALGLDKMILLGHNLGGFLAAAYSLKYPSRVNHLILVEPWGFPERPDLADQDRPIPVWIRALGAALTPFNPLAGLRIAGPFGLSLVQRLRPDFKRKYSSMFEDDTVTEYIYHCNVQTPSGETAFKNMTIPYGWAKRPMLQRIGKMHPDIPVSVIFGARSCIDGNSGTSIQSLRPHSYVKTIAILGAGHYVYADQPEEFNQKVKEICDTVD
aDG glyco act = alpha-DG glycosylation activation; Pro5-aDG cells, alpha-DG glycosylation AlphaScreen (IIH6); 0% Pro5, 100% B10-LARGE cell signal; AID 624168; actives 0.22% (n = 360,000); activation, % at 10 µM;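 active means activation of at least 8% versus controls, or a plate z-score of at least 8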;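 further: Pro5 are CHO cells carrying HIG-tagged alpha-DG that lacks glycosylation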
Exocytosis inh = lytic granule exocytosis inhibition; TALL-104 LAMP-1 surface exposure, flow cytometry; cells stimulated with thapsigargin and PMA; inhibition, % at 10 µM; actives 0.66% (n = 360,000);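 active means inhibition above about 55%, limit read from the data; inconclusive means no clear call, values can overlap the other calls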
ABCB6 inh 2 = blocks the human ABCB6 transporter; AID 602162; K562-ABCB6 porphyrin accumulation, flow cytometry, 1 h; hits give low values; fluorescence ratio to DMSO, % at 10 µM; actives 0.19% (n = 360,000);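 active means fluorescence ratio to DMSO below 75%, the collection mean minus 3 SD; inconclusive means too few cells collected in the well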;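 further: signal is porphyrin accumulated inside mitochondria; 100% equals median channel fluorescence of DMSO control wells; lower ratio means ABCB6 inhibition with less porphyrin fluorescence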
N-glyco inh = N-linked glycosylation inhibition. actives 0.23% (n = 360,000). AID 588692. D54 ERlucT glycosylation luciferase reporter, 24 h; percent of 100 nM tunicamycin response. reporter increase, % at 12.5 µM;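 active means mean luciferase reporter signal, scaled so untreated is 0 and the glycosylation-blocking control 100, at or above a set limit in every replicate; inconclusive means mean reaches the limit but not every replicate does; inactive means mean below the limit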;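 further: luciferase carries N-glycosylation sites so blocking glycosylation raises the light; 0% = median of neutral control wells and 100% = median of 100 nM tunicamycin wells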
HTR2A ag = mouse HTR2A agonism via beta-arrestin recruitment; P35363; CHO-K1 mHTR2A beta-arrestin complementation, luminescence; percent of 30 µM serotonin response; activation, % at 7.6 µM; actives 0.66% (n = 360,000);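 active means activation above a run cutoff, the mean activation of all tested compounds plus 3 SD, cut at about 14% in these data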;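 further: 0% = plate median of compound wells and 100% = 30 µM serotonin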
MC4R barr agon = human MC4R agonism via beta-arrestin; P32245; U2OS MC4R beta-arrestin complementation, luminescence; percent of melanotan II response, DMSO zero; activation, % at 8.9 µM; actives 0.98% (n = 360,000); AID 540308;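 active means activation above a per-plate cutoff, the mean activation of sample wells on that plate plus 3 SD, cut at about 8% in these data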
Active calls of the source: *; ? = inconclusive.

canonical_smiles	iPSC survival up	MC4R antag cAMP	H9c2 protect	ABHD5-PLIN5 inh	aDG glyco act	Exocytosis inh	ABCB6 inh 2	N-glyco inh	HTR2A ag	MC4R barr agon
O=C(/C=C/c1cn(-c2ccccc2)nc1-c1ccc2c(c1)OCCO2)NCCCN1CCOCC1	-2.0	5	7	14	0.7	29	93	-1	-5	0.1
COc1ccc(CSc2n[nH]c(C)n2)cc1[N+](=O)[O-]	4.4	21	0	-2	0.3	-2	95	4	-2	-0.3
Cc1ccc(N2C(=O)CC(N(CCc3ccccc3)C(=S)Nc3ccc(N(C)C)cc3)C2=O)cc1 (stereo not drawn)	1.8	20	-5	8	0.4	2	98	-1	0	7.6
CN1/C(=C\C(=S)Nc2ccccc2)C(C)(C)c2ccccc21	-2.0	12	-16	-3	0.2	-1	419	-2	-2	-1.7
NC(=O)c1cc[n+](Cc2ccc([N+](=O)[O-])cc2)cc1	-0.1	3	2	1	0.0	3	101	-3	4	-0.3
CCO[C@@H]1OC(C(=O)NC2CC2)=C[C@H](C(C)(C)C)[C@H]1CCCO	-2.0	5	2	4	0.2	41	94	1	7	-1.1
NC1=NS(=O)(=O)NC1c1ccc(Cl)cc1 (stereo not drawn)	-0.2	-1	5	4	1.0	-1	101	-1	0	1.1
CC(=O)Nc1cccc(NC(=O)C2CCCN2C(=O)Nc2ccccc2C)c1 (stereo not drawn)	3.3	3	-1	-2	0.0	1	86	1	0	-0.4
CC(=O)c1ccc(N(C(=O)c2ccco2)C(C(=O)NC2CCCC2)c2cccs2)cc1 (stereo not drawn)	0.8	5	3	2	-0.2	3	92	0	-3	1.5
O=S1(=O)c2ccccc2OC(COCc2ccccc2)CN1C1CC1 (stereo not drawn)	0.5	3	-14	2	0.1	-2	97	4	-1	1.3
COc1ccc(N(CC(=O)Nc2ccc(OC)c(OC)c2)S(=O)(=O)c2ccccc2)cc1Cl	-0.5	9	4	1	-0.2	32	98	-3	-8	-0.9
COCC1CCCN(Cc2nc(Cc3ccccc3)no2)C1 (stereo not drawn)	-0.7	-3	5	17	-0.2	-5	102	0	0	3.6
CCOC(=O)C1CCN(c2nc(N)c3c(N)nc(SCC(=O)O)cc3c2C#N)CC1	1.4	-46	-17	3	0.0	38	104	2	0	0.3
CCOC(=O)C(C)c1nc2ccccc2[nH]c1=O (stereo not drawn)	0.0	19	1	-1	0.0	1	97	0	0	1.7
COc1ccccc1CCNC(=O)C1CCCO1 (stereo not drawn)	2.8	-3	12	5	0.1	0	100	2	1	2.7
Cc1cc(NC(=O)CN2C(=O)/C(=C/c3ccc(C(C)C)cc3)SC2=S)no1	1.8	-1	2	2	-0.2	2	100	-1	9	-0.6
COc1ccc(NC(=O)CN(C)C(=O)c2ccc(-c3cccc(C(F)(F)F)c3)o2)cc1	-0.5	0	-1	-5	0.2	-15	100	2	1	1.1
C#CCN1C(C)=C(C(=O)OC)C(c2cccc([N+](=O)[O-])c2)C(C(=O)OCC)=C1C (stereo not drawn)	1.9	6	-16	-1	0.1	-6	93	-4	-6	-0.4
Cc1cccc(C(=O)NC2CCN(C(=O)N3CCOCC3)CC2)c1	0.1	9	3	3	-0.1	4	93	4	2	-0.9
N#Cc1c(NCCN)nc(NCc2ccccc2)c2c1CCN(Cc1ccccc1)C2	-2.7	12	23	-19	-0.5	-2	97	-7	-5	-2.5
COc1ccc(NC(=O)COC(=O)[C@@H](NC(=O)c2c(F)cccc2F)C(C)C)cc1	-1.6	24	-3	-7	0.6	-1	101	-1	-1	1.2
Cc1ccc(C2=NS(=O)(=O)N(C)C(C(=O)N3CCOCC3)=C2)cc1	4.0	9	-1	3	0.3	-2	107	1	2	0.4
Cc1ccc(N2CC(=O)N(CC(=O)O)C2=O)cc1	0.0	6	15	-2	-0.1	2	101	1	7	-6.9
CN(Cc1ccccc1)S(=O)(=O)c1ccc(Cl)c(C(=O)N2CCC(C(N)=O)CC2)c1	-2.9	2	8	1	0.0	-16	89	0	-3	-1.6
O=C(CN1CCc2cc3c(cc2C1)OCCCO3)Nc1c(F)cccc1F	0.1	23	-9	3	0.3	-4	102	0	5	-2.4
O=S(=O)(Nc1ncnc2sc3c(c12)CCC3)c1ccc(Cl)s1	-0.3	5	2	1	0.0	7	94	-1	8	-1.1
CC(NC(=O)c1ccccc1F)c1nnc(SCC(=O)NC2CCCC2)n1C (stereo not drawn)	-0.1	3	-3	5	0.0	17	97	0	5	1.4
COc1ccc(CN(CC(=O)NC2CCCC2)C(=O)c2ccc(-c3ccccc3)[nH]2)cc1	-1.5	18	2	-1	-0.4	9	91	0	-4	-1.0
COCCn1c(-c2cccs2)csc1=Nc1cccnc1	-2.6	11	-1	-8	0.0	-1	106	1	-1	-0.9
Cc1ccc(S(=O)(=O)Nc2cccc(S(=O)(=O)N3CCCC3)c2)cc1C	0.2	-6	0	-17	0.2	0	95	2	-2	-1.7

Next part (two carried over from the part before).
canonical_smiles	iPSC survival up	MC4R antag cAMP	H9c2 protect	ABHD5-PLIN5 inh	aDG glyco act	Exocytosis inh	ABCB6 inh 2	N-glyco inh	HTR2A ag	MC4R barr agon
COCCn1c(-c2cccs2)csc1=Nc1cccnc1	-2.6	11	-1	-8	0.0	-1	106	1	-1	-0.9
Cc1ccc(S(=O)(=O)Nc2cccc(S(=O)(=O)N3CCCC3)c2)cc1C	0.2	-6	0	-17	0.2	0	95	2	-2	-1.7
COc1ccc(CN2CCNC(=O)C2CC(=O)NC2CCOCC2)c(F)c1 (stereo not drawn)	0.9	-5	4	-1	0.2	-3	104	1	9	-1.7
CC(C)(C)NC(=O)NC(=O)COc1ccccc1C#N	-1.3	0	-6	-6	3.0	4	95	-13	-2	-2.0
CC(=O)NC12CC3CC(C1)CC(C(=O)N(C)Cc1cccc(Cl)c1Cl)(C3)C2	0.0	2	3	4	0.1	-1	91	1	-2	-3.9
COc1ccc2c(=O)c(-c3ccc4c(c3)OCO4)coc2c1	-3.3	1	-6	-1	0.0	-6	100	-19	10	3.0
COCCNc1nc2cc(-c3ccc(F)cc3)sc2c(=O)n1C	14	9	-4	4	-0.3	4	98	1	3	2.7
O=C(NCc1ccco1)c1ccc(-c2cccc(Cl)c2)o1	-0.5	8	0	11	0.0	3	101	1	-7	-0.3
COc1ccc(/C=C/C(=O)NC(=S)N2CCCC(C(N)=O)C2)cc1 (stereo not drawn)	0.0	6	4	-2	0.9	-4	108	0	-9	-0.1
CCC(C)Sc1ccc(-c2nc3ccccn3c2NCc2ccccc2)cc1OC (stereo not drawn)	-0.4	8	-8	5	0.5	-2	100	-7	-7	0.2
Cc1nc(N2CCC(C(N)=O)CC2)c2nnn(Cc3ccccc3)c2n1	-3.6	9	5	0	-0.4	7	91	4	6	-1.0
CCCNc1c(NS(=O)(=O)c2cccc(C#N)c2)c(=O)oc2ccccc12	-0.3	9	3	-3	-0.1	4	92	3	3	-2.3
CN(CCCNC(=O)C1CCCN(S(=O)(=O)c2cnc[nH]2)C1)c1ccccc1 (stereo not drawn)	0.9	17	-3	-3	0.4	-2	101	-1	-3	0.6
Cn1c2ccccc2c2c(C(=O)N3CCN(c4ccccc4)CC3)cn(C3CCCC3)c(=O)c21	6.6	-36	31	0	-0.1	1	92	2	-4	-1.2
CC(C)C1C(=O)N(Cc2cn(CCC3OCCO3)nn2)CCS(=O)(=O)N1Cc1ccc(-c2ccc(F)cc2)cc1 (stereo not drawn)	-1.5	3	5	0	0.0	-3	105	-1	-3	-1.5
CCCCOC(=O)Cc1c(O)c2ccccc2[nH]c1=O	8.9	1	10	-7	-0.1	4	103	1	-1	-1.0
Cn1c(SCC(=O)c2cc3ccccc3o2)nnc1-c1ccccc1	1.2	-2	8	-1	0.0	-1	97	9	-3	-0.9
Cc1nn(C)c(Cl)c1NC(=O)OCc1ccccc1	-1.5	2	1	6	0.5	-3	94	-1	-2	-2.1
COc1ccc(N2CCN(C(=O)Cn3nnc(-c4ccc(OC)c(OC)c4)n3)CC2)cc1	1.9	7	-2	1	-0.1	0	99	0	9	0.1
CCCS(=O)(=O)NC(=O)C1(C)CCN(C(=O)Cc2cccc3ccccc23)C1 (stereo not drawn)	-2.7	1	10	-2	-0.2	-1	96	0	1	-2.0
O=[N+]([O-])c1cccc(-c2nnc(-c3ccc4c(c3)OCO4)o2)c1	-0.9	7	-1	4	-0.1	1	92	-6	-1	-0.8
COc1ccc(S(=O)(=O)Nc2cccc3c2O[C@H](CN(C)C(=O)NC(C)C)[C@@H](C)CN([C@H](C)CO)C3=O)cc1	-2.5	-2	4	-5	0.2	6	99	2	6	2.0
O=C(Nc1ccc(F)c(F)c1)c1cnc(-c2ccccc2)nc1-c1ccccc1	0.1	-1	-14	4	-0.2	0	100	22	3	8.7*
COc1cccc(C2C(C(=O)c3cc4cccc(OC)c4o3)=C(O)C(=O)N2c2cc(C)on2)c1OC (stereo not drawn)	-3.3	9	15	-17	-0.3	-3	119	0	-1	-0.4
CCOC(=O)N1CCN(c2nnc(-c3ccc(C)cc3)c3ccccc23)CC1	0.1	13	6	-5	0.0	26	97	-5	9	0.3
O=C(NCc1ccco1)C(=O)N1CCCC1	0.1	8	8	6	-0.1	-5	96	0	2	0.7
O=C(NNc1c(Cl)cccc1Cl)c1ccno1	0.0	8	5	-3	-0.1	-2	96	0	-1	-1.2
Cc1ccc(Nc2c([N+](=O)[O-])c(=O)oc3ccccc23)cc1	-1.3	-3	-4	4	0.3	-2	99	0	1	-0.4
C=CCSc1nnc(NC(=O)COc2ccccc2)s1	-0.8	16	2	0	-0.2	-3	93	1	3	1.8
Cc1ccccc1-c1nc(C#N)c(N2CCC(C)CC2)o1	0.4	-4	-7	5	-0.2	-10	93	-1	1	1.1
Cc1sc2ncnc(SCC(=O)NCC3CCCO3)c2c1C (stereo not drawn)	1.0	6	1	1	0.2	-3	95	1	2	-3.7
CC(=O)c1ccc(NC(=O)c2cc(Cl)sc2Cl)cc1	1.8	8	2	6	0.3	-3	101	-2	2	1.0
CCOc1ccc(OCCC(=O)OCC(=O)c2c(N)n(CC(C)C)c(=O)n(C)c2=O)cc1	1.4	4	-19	-11	0.9	?	96	0	0	1.3
Cc1ccc(-c2nc3ncccn3c2NC(=O)C2CC2)cc1	7.0	1	-1	-2	-0.2	1	95	2	0	-1.3
Cc1ccc(NC(=O)COC(=O)c2ccccc2Cl)cc1S(=O)(=O)N(C)C	-0.5	6	-5	-1	0.2	-2	94	0	-3	-2.2
Cc1ccc(NC(=O)C2=C(C(=O)O)CCCC2)cc1Br	-0.6	7	6	-2	-0.1	-1	102	3	2	-1.9
CC(C)Cc1csc(=S)[nH]1	-0.1	5	2	7	-0.2	1	95	0	6	-3.7
